SRC2 inh: inhibition of GAL4-SRC2 driven luciferase reporter, primary screen, SRC2 inhibitor project, cell-based, luminescence; HEK293 GAL4-SRC2 luciferase reporter; inhibition, % at 9 µM; 370,000 compounds, 0.17% hits; AID 651957, 2012;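 active = inhibition above the mean inhibition of all tested compounds plus 3 SD, set per campaign, cut at about 52% in these data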;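 also: 0% = DMSO treated cells and 100% = cells given Gossypol at 36 µM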
Target sequence (Q15596 whole entry, looked up, the tested form may be a part): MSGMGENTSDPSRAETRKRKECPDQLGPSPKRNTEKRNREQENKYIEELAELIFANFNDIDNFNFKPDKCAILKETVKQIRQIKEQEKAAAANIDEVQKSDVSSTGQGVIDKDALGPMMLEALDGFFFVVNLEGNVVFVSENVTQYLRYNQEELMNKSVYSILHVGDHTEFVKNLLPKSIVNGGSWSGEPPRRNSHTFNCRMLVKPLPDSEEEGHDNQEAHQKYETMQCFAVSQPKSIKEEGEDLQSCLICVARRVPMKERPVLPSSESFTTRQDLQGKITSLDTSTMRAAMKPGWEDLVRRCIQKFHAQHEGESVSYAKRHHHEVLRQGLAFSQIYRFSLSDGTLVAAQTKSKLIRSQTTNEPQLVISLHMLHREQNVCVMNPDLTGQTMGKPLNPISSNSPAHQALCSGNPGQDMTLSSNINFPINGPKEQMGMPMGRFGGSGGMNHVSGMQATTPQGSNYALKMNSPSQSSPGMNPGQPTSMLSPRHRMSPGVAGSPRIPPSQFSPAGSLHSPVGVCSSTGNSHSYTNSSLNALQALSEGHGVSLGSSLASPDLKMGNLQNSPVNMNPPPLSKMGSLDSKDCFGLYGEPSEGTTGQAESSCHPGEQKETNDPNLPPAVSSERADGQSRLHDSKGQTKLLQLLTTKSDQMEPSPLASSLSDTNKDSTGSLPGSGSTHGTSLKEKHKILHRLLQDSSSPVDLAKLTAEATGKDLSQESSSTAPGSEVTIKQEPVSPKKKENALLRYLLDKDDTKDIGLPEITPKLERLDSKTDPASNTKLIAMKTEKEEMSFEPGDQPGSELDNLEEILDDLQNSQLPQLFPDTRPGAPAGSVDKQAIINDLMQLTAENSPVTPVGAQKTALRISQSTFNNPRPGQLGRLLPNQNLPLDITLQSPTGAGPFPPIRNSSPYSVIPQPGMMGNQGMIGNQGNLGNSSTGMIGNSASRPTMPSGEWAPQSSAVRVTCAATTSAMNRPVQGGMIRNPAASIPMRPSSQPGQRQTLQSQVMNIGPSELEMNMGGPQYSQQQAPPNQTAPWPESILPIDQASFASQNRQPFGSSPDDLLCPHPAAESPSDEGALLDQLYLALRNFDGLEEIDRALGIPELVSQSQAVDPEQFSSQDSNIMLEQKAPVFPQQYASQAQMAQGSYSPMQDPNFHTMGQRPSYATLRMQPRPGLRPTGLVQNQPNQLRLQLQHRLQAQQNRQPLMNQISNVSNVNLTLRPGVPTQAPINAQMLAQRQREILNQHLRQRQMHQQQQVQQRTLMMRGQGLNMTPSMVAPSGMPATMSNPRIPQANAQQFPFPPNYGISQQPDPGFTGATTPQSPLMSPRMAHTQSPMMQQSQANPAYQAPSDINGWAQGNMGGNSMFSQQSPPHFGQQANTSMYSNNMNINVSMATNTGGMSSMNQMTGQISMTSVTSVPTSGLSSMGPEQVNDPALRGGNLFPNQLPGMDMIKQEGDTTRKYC
MC4R antag cAMP: MC4R antagonists of cAMP signaling, primary screen, cell-based, TR-FRET, antagonist arm of biased-ligand search. MC4R-expressing cells, MTII-stimulated cAMP, LANCE TR-FRET. inhibition, % at 6.5 µM. 360,000 compounds, 0.48% hits;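 active = inhibition above its plate's cutoff, the mean of tested wells on that plate plus 3 SD, cut at about 29% in these data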;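 also: 0% = Melanotan II alone and 100% = Melanotan II plus saturating MCL0020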
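Assay system: U2OS-MC4R stable cell line; Also added: Melanotan II; Technique: Eu-cAMP/anti-cAMP TR-FRET, emission 671 nm; Times: 30-min compound, 1-h challenge, 1-h detection, room temperature.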
NOD2-RIPK2 inh: NOD2-RIPK2 binding disruptors in cells, primary screen, fluorescence, CHO cells, BLA complementation; Receptor-interacting serine/threonine-protein kinase 2 (Homo sapiens), O43353; CCF4 ratio; inhibition, % at 4.98 µM; 360,000 compounds, 0.38% hits; AID 624267, 2012; in the data active = inhibition above about 21%;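 also: 0% = vehicle only and 100% = reference blocker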
SRC3 inh: SRC3 coactivator transcriptional activity inhibitors, primary screen, cell-based, luminescence. AID 588352, 2011. 360,000 compounds, 0.17% hits. Nuclear receptor coactivator 3 (Homo sapiens), Q9Y6Q9. inhibition, % at 3.6 µM. HEK293 GAL4-SRC3 luciferase reporter;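 active = inhibition above a per-campaign cutoff, the mean of all compounds plus 3 SD, cut at about 60% in these data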;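 also: 0% = DMSO-treated cells and 100% = gossypol-treated cells at 36 µM; higher means less SRC3-driven luciferase light from the GAL4 reporter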
NR2F2 inh: NR2F2 transcriptional activity inhibitors, primary screen, cell-based, luciferase reporter, HEK293T, luminescence | 370,000 compounds, 0.7% hits | HEK293T NGFI-A luciferase reporter | COUP transcription factor 2 (Homo sapiens), P24468 | inhibition, % at 8.6 µM;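 active = inhibition above a per-plate cutoff, mean inhibition of test wells between control levels plus 3 SD, cut at about 38% in these data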;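 also: cells cotransfected with COUP-TFII expression vector driving the NGFI-A reporter; 0% = median of COUP-TF2 test wells and 100% = reporter-only cells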
NR5A2 inv ag: LRH-1 (NR5A2) inverse agonists, primary screen, cell-based, luminescence, HEK293T, StAR-luciferase reporter. inhibition, % at 3.6 µM. AID 602396, 2012. 360,000 compounds, 0.13% hits. LRH-1 transfected, 24 h;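 active = inhibition above the mean inhibition of all tested compounds plus 3 SD, cut at about 73% in these data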;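 also: 0% = DMSO wells and 100% = reporter-only cells lacking LRH-1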
SRC1 inh: SRC1 coactivator transcriptional activity inhibitors, primary screen, cell-based, luminescence | 360,000 compounds, 0.12% hits | AID 588354, 2011 | inhibition, % at 3.6 µM | Nuclear receptor coactivator 1 (Homo sapiens), Q15788 | HEK293 GAL4-SRC1 luciferase reporter;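 active = inhibition above the campaign mean plus 3 SD, with each screening campaign given its own cutoff, cut at about 60% in these data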;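 also: 0% = DMSO treated cells and 100% = gossypol at 36 µM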
MC4R barr agon: MC4R agonists recruiting beta-arrestin, primary screen, cell-based, luminescence, agonist arm of biased-ligand search. Melanocortin receptor 4 (Homo sapiens), P32245. U2OS MC4R beta-arrestin complementation; percent of melanotan II response, DMSO zero. activation, % at 8.9 µM. AID 540308, 2011. 360,000 compounds, 0.98% hits;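 active = activation above a per-plate cutoff, the mean activation of sample wells on that plate plus 3 SD, cut at about 8% in these data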
ABHD5 PLIN5 PPI: ABHD5-PLIN5 interaction inhibitors, primary screen, cell lysate, split luciferase complementation, luminescence; Perilipin-5 (Homo sapiens) + 1-acylglycerol-3-phosphate O-acyltransferase ABHD5 (Homo …; Split G. princeps luciferase complementation, 4 h; inhibition, % at 4 µM; 360,000 compounds, 0.78% hits; AID 602281, 2012;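 active = inhibition above the mean inhibition across every tested compound plus 3 SD, cut at about 22% in these data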;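 also: 0% = DMSO only wells and the 100% control is not disclosed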
EBV LMP1 NFkB: EBV LMP1-driven NF-kappaB luciferase reporter inhibitors, primary screen, cell-based, luminescence, single point; LMP1-induced NF-kappaB luciferase reporter cells; AID 504558, 2011; inhibition, % at 12.5 µM; 350,000 compounds, 0.69% hits; in the data active = inhibition above about 41%;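 also: 0% = neutral control wells and 100% = reference inhibitor control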
TLR9-MyD88 inh: inhibitors of TLR9-MyD88 association in cells, primary screen, cell-based, CHO, BLA complementation, fluorescence; 340,000 compounds, 0.21% hits; Toll-like receptor 9 (Homo sapiens) + Myeloid differentiation primary response protein …; inhibition, % at 4.98 µM; AID 504734, 2011; CCF4 FRET ratio;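 active = inhibition above the mean over all tested compounds plus 3 SD, cut at about 21% in these data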;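 also: 0% = DMSO only wells and 100% = clavulanate BLA inhibitor control wells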
An asterisk follows results filed as active; / = not tested or not shown. Some of the compounds tested; the hit share may differ from the screen's.

The opening two records as a preview:
SMILES	SRC2 inh	MC4R antag cAMP	NOD2-RIPK2 inh	SRC3 inh	NR2F2 inh	NR5A2 inv ag	SRC1 inh	MC4R barr agon	ABHD5 PLIN5 PPI	EBV LMP1 NFkB	TLR9-MyD88 inh
CCCOc1ccc(/C=N/Nc2cc(N3CCOCC3)ncn2)c(O)c1	16	-2	-17	7	6	12	23	0.9	2	2	-4
CC(C)COc1ccc(C(=O)Nc2ccc(N3CCOCC3)cc2N2CCOCC2)cc1	13	-2	3	6	5	-6	-24	1.2	-2	-3	-8

Main list, repeating the preview:
SMILES	SRC2 inh	MC4R antag cAMP	NOD2-RIPK2 inh	SRC3 inh	NR2F2 inh	NR5A2 inv ag	SRC1 inh	MC4R barr agon	ABHD5 PLIN5 PPI	EBV LMP1 NFkB	TLR9-MyD88 inh
CCCOc1ccc(/C=N/Nc2cc(N3CCOCC3)ncn2)c(O)c1	16	-2	-17	7	6	12	23	0.9	2	2	-4
CC(C)COc1ccc(C(=O)Nc2ccc(N3CCOCC3)cc2N2CCOCC2)cc1	13	-2	3	6	5	-6	-24	1.2	-2	-3	-8
Cc1ccccc1C1(O)c2ccccc2-c2ccccc21	-35	3	-10	9	2	-14	9	6.9	-3	0	-4
O=C(c1ccc(COc2c(F)c(F)c(F)c(F)c2F)o1)N1CCOCC1	-22	-1	-17	-13	2	9	-14	1.4	7	-4	3
COCCN1CCN(C(=O)C2CCC(=O)N(CCc3cccc(F)c3)C2)CC1 (stereo not given)	-19	7	-2	4	-3	2	9	-2.9	7	-1	-7
Cc1ccc(NC(=O)CSc2nc(NS(=O)(=O)c3ccccc3)cc(=O)[nH]2)cc1	/	-1	0	2	/	1	-6	-2.2	-7	-9	-7
COc1ccc(/C=C/C(=O)Nc2ccc(C34CC5CC(CC(O)(C5)C3)C4)cc2)cc1OC	-57	-2	7	-99	-92	-166	-90	-0.3	11	-73	6
Cc1cccc(Nc2c([N+](=O)[O-])ccc3nonc23)c1	-14	3	4	-1	8	-14	-3	0.0	4	6	4
O=C(NC(=S)NNC(=O)c1ccco1)c1ccc(Br)cc1	-21	10	-1	-49	12	-50	-20	-5.2	-14	0	11
C[C@H](C(=O)CC(=O)OC(C)(C)C)[C@H](O)c1ccccc1	10	2	1	-3	0	-5	-7	-1.1	6	1	-9
Cc1ccc(SCCNS(=O)(=O)c2ccc3c(c2)OCCO3)cc1	-20	-8	5	-3	-1	10	-2	2.8	2	-15	-5
O=C(NC(=S)Nc1ccccn1)c1cccc([N+](=O)[O-])c1	-48	0	6	-74	-35	-80	-66	-0.3	-13	-38	-2
O=C(CSc1nc2ccc(Cl)cc2o1)NCc1ccc2c(c1)OCO2	9	-1	-2	-8	-9	-6	-4	-1.0	-4	6	2
CN1CCN(CC(=O)N2N=C(c3cccs3)CC2c2ccco2)CC1 (stereo not given)	-10	9	9	14	-7	21	-26	-0.4	2	-11	13
O=C(CSc1nc(C2CC2)nc2ccccc12)N1CCCCC1	9	22	-16	-15	9	14	4	-2.4	9	17	-4
O=C(NNC(=O)C1CCN(S(=O)(=O)c2cccc(C(F)(F)F)c2)CC1)C1CC1	-11	-1	7	17	10	1	1	-1.7	0	-6	1
Cc1cc(NC(=O)c2ccccc2F)cc(C)c1OCC(=O)N1CCOCC1	-73	11	2	-10	4	-6	-27	-5.4	-9	17	-8
Cc1ccc2c(c1)CCCN2C(=O)Nc1ccc2c(c1)OCO2	-45	-2	-5	-48	-44	-78	-71	-1.4	-10	0	6
CCOc1ccc(NC(=O)CN2CCN(CC(=O)c3ccc(OC)c(OC)c3)CC2)cc1	-16	1	-4	1	14	-9	-7	-2.4	8	0	-2
Cc1cc(NC(=O)C2=C(O)c3ccccc3S(=O)(=O)N2C)no1	-14	6	-1	16	6	-2	6	-0.7	2	-3	-1
Cc1ccc(C(=O)NCC(=O)N/N=C/c2cccs2)cc1[N+](=O)[O-]	8	7	3	4	0	13	-33	-3.6	-2	-6	-6
CC(=O)c1ccc(N2CCN(CC(=O)Nc3ccccc3C(=O)NC3CC3)CC2)c(F)c1	0	-6	1	-13	2	-8	-10	-2.1	-6	3	2
ClCC1CSC(=NC23CC4CC(CC(C4)C2)C3)O1 (stereo not given)	-53	-4	0	12	-6	10	3	1.7	4	-8	-7
c1ccc2sc(NN=C3CCCC3)nc2c1	-15	10	5	-81	-38	-121	-126	-3.3	-8	-12	-8
COc1ccccc1OCC(=O)Nc1ccc2c(c1)C(=O)N(CC1CCCO1)C2=O (stereo not given)	6	7	-1	16	-2	9	-2	2.1	2	2	5
CCn1c(CSc2nc3ccccc3s2)nnc1SCC(=O)c1ccc(O)c(O)c1	6	0	-4	-12	-4	-15	-2	-3.0	-1	-23	-9
COc1cc(/C=N/c2oc(C)c(C)c2C#N)cc(Br)c1O	14	4	-1	11	12	13	-13	-0.3	4	-1	-1
Cc1nc(-c2ccc(S(=O)(=O)N3CCCCCC3)cc2)cs1	4	0	1	-17	-18	-19	-46	-1.2	-2	-12	3
CS(=O)(=O)c1ccccc1C(=O)N1CCN(S(=O)(=O)c2ccc(C3CCCCC3)cc2)CC1	-11	-1	-13	12	-8	20	-5	-0.1	2	2	6
Cc1sc2ncn(CCn3cnc4sc(C)c(C)c4c3=O)c(=O)c2c1C	10	4	-5	8	-1	-3	-1	-0.7	8	12	2
O=C(NNC(=O)c1ccccc1Br)c1cnccn1	9	9	-2	9	-13	-4	-5	-0.3	-2	0	-17
O=C(O)c1cccc2c1C(=O)N(Cc1ccccc1)C2	-37	-1	-6	-7	12	-11	11	-0.9	2	-6	-2
CCOC(=O)CSc1nnc(CNC(=O)c2cccs2)n1Cc1ccccc1	6	-1	3	-21	11	17	-5	-0.6	0	-4	12
CC(C)(C)n1nnnc1C(c1cccs1)N1CCN(Cc2ccc3c(c2)OCO3)CC1 (stereo not given)	22	5	-4	-16	-2	-2	2	-1.1	1	-7	4
CCCCNC(=O)O[C@@H]1C[C@@H]2CCN3C(=O)CCC[C@H]([C@H]1CC)[C@H]23	7	6	1	0	5	-1	-2	0.3	-3	1	0
CCOC(=O)/C(=C\C=C\N1CCOCC1)C(C)=O	-15	8	4	-26	-5	-41	-11	2.4	-1	-1	-9
Cc1ccc(NC(=O)CSc2nc3nc(C)cc(C)c3c(=O)[nH]2)cc1	-16	5	3	-25	-15	-8	-5	-1.4	2	-11	5
COc1ccc(-c2cc3c(c4c2ccn4C)C2CCC3C2)cc1OC (stereo not given)	6	/	-1	13	-2	10	-19	/	2	/	/
Cn1c2ccccc2c(=O)c2c(=O)n(Cc3ccco3)c(-c3ccc(F)cc3)nc21	4	6	-4	13	2	3	10	-1.0	10	1	8
CCCCC(=O)Nc1ccc(NC(=S)NC(=O)c2cccs2)cc1OC	0	4	1	4	-22	-13	-52	-0.3	3	-5	-1
CCOC(=O)c1sc(=S)n(-c2ccc(OC)cc2)c1C	-31	7	-3	6	6	9	-39	0.3	0	/	/
C/C(CC(=O)NCc1ccccc1)=N\NC(=O)c1cnccn1	-60	2	-13	-20	-23	-58	-35	3.5	9	6	-11
NC(=O)c1cc(C(=O)Cc2ccc(Cl)cc2)c[nH]1	-42	21	-4	-19	-11	-15	-12	-1.7	-2	-3	-4
C[C@@H]1CCCCO[C@H](CN(C)C(=O)c2ccncc2)[C@H](C)CN([C@@H](C)CO)C(=O)c2cc(NC(=O)c3ccccc3)ccc2O1	18	-4	14	-23	12	-8	0	-0.4	-2	0	-12
Cc1ccc(CSCc2nc3ccccc3[nH]2)cc1	-20	5	-2	-6	-5	-1	-16	-1.0	-1	-11	9
CN(CCc1ccccc1)C(=O)c1ccc(NC(=O)Cc2ccc([N+](=O)[O-])cc2)cc1	8	-3	4	-1	0	-3	6	-0.9	-2	9	-4
CCCCc1ccc(NC(=O)CSC2=NN3CCCC(=O)N=C3S2)cc1	5	1	-4	-7	-4	13	3	-0.8	-3	-5	-7
CCCn1nc(C(=O)NCC2COc3ccccc3O2)c2ccccc2c1=O (stereo not given)	4	-1	-2	40	-13	14	-2	-0.5	7	8	-5
C=CCn1c(C)cc(-c2csc(NC(=O)C3CCN(c4ncnc5sc(C)c(C)c45)CC3)n2)c1C	-20	2	-3	10	1	-4	8	2.1	-5	-15	8
COc1ccc(N2CCN(C(=O)CNC(=O)c3cccs3)CC2)cc1	3	2	5	-11	1	-1	8	-2.3	-6	-10	6
CS(=O)(=O)N1CC(C(=O)NC2CCCC2)Oc2ccc(Cl)cc21 (stereo not given)	7	2	9	5	15	3	-5	0.9	-2	7	1
O=C(Cn1ncc2c(=O)oc3ccccc3c21)NCc1cccnc1	15	13	-8	-10	-9	-8	-15	-1.5	2	-18	-10
O=C(Nn1cnnc1)c1cc2c(s1)CCCCC2	-5	2	-9	-19	6	-24	-11	-0.1	-5	-13	-7
CCN(CC)CC(=O)Nc1sc2c(c1C(=O)c1ccccc1OC)CCC2	24	3	-12	24	23	10	7	1.7	-2	-1	1
Cc1ccc(-c2c(C)sc3nc[nH]c(=O)c23)cc1C	-10	-2	3	4	-13	15	-9	-0.4	3	-1	-15
O=P(O)(c1ccccc1)c1ccccc1O	-11	3	-3	1	13	-20	-1	-1.3	-3	-4	6
COc1c(Br)cc(Br)cc1/C=N/n1c(C)nnc1C	-13	-3	-7	3	-1	13	-12	-1.6	-1	-2	-5
CC1CCC(NC(=O)CN(C)CC(=O)Nc2ccc(F)cc2)CC1 (stereo not given)	-14	7	-5	-9	-6	-31	-21	1.4	-1	-1	-5
CC(=O)Nc1ccc(NCc2ccc(-c3ccccc3)cc2)cc1	-6	6	12	9	-30	12	-1	-2.1	6	8	3
Cc1cc(NC(=O)CSc2nc(N)c(NC(=O)c3ccccc3)c(=O)[nH]2)no1	4	-2	-6	12	-10	-10	-11	-2.3	-2	0	-10
O=C(Nc1cccnc1)c1sc(Nc2ccccc2)nc1-c1ccccc1	2	8	3	-8	4	-77	-1	-1.9	1	-5	-8

Compound activity as filed in PubChem BioAssay.
